# Assay outcomes (PubChem BioAssay)
# F508del corr – correctors of CFTR F508del function in bronchial epithelial cells. AID 720511. activity (quench increase), % at 7.58 µM. hit rate 0.36% among 350,000. CFBE cells, YFP halide quenching; stimulated with forskolin plus potentiator P3; % fluorescence drop versus neutral controls;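 active means mean added fluorescence quench of at least 8% versus neutral control, with both replicates also reaching 8%; inconclusive means only one of the mean or replicate conditions met; inactive means mean below 8% and not both replicates reaching 8%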;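 further: cells transiently co-express mutant CFTR-F508del with the halide-sensitive YFP; corrector assay measuring rescue of mutant channel to the surface after 24 h compound exposure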
# RAD54 branch – inhibitors of human RAD54 branch migration; Q92698; RAD54 Holliday junction branch migration, FAM/BHQ fluorescence; inhibition, % at 10.4 µM; hit rate 0.14% among 360,000; AID 602329;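 active means mean normalized replicate activity at least 40 and at least half of replicates scoring 40 or more; inconclusive means only one of the two criteria met; inactive means mean below 40 and under half of replicates reaching 40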;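 further: 0% = median of neutral control wells and 100% = median of positive control wells; inhibitors cause a drop in the FAM fluorescence signal; in these data hits start at about 50%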
# DENV2 CPE rescue – inhibitors of DENV2 cytopathic effect. DENV2-infected cells, cytopathic effect rescue, plate reader. CPE inhibition, % at 9.99 µM. hit rate 1.7% among 350,000; in the data active means CPE inhibition above about 20%, passing the limit was not always enough; inconclusive means no clear call, values can overlap the other calls; tested in BHK-21 cells;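 further: 0% = median of neutral control wells and 100% = median of positive control wells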
# XiGFP reactiv – activators of X-chromosome reactivation in mouse fibroblasts | hit rate 0.055% among 360,000 | XiGFP mouse fibroblasts, % GFP-positive cells imaging, 3 d; cells co-treated with 5-aza-dC sensitizer; scaled so ellipticine positive control = 100% | activation, % at 7.58 µM;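 active means mean normalized replicate activation at least 10% and every replicate at or above 10%; inconclusive means only one of the two criteria met; inactive means mean below 10% and not all replicates reach 10%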;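 further: 0% = median of on-plate neutral control wells and 100% = ellipticine 6 µM median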
#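 System: 68-5-11 XiGFP fibroblast line | Buffer or medium: DMEM containing 5-aza-dC | Compound: Single point | Times: Compounds 3 days, fix/stain 15 min at room temperature | Benchmarks: Positive control ellipticine, 6 µM final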
# CASP6 VEID inh – inhibitors of human caspase-6; purified caspase-6, Z-VEID-R110 cleavage fluorescence; inhibition, % at 12.5 µM; hit rate 0.53% among 350,000;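 active means mean inhibition across replicates at least about 35%, with every replicate also reaching that limit, limit read from the data; inconclusive means only one of the two criteria met; inactive means neither criterion met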;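 further: 0% = median of neutral control wells and 100% = no fluorescence left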
# Target sequence (P55212 24-179 limits assumed): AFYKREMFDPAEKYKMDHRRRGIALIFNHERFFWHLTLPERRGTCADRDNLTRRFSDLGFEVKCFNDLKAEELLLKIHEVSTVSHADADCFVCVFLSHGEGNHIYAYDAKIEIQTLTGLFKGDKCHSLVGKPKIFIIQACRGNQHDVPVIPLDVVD
# Target sequence (P55212 194-293 limits assumed): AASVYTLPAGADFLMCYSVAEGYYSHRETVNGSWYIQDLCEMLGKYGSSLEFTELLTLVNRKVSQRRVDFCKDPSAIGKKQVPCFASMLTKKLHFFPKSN
# RAD52 anneal inh – RAD52 (human) annealing inhibition; P43351; recombinant RAD52 DNA annealing, FRET fluorescence; inhibition, % at 18.7 µM; hit rate 0.46% among 360,000;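 active means every replicate showing at least 50% inhibition; inconclusive means mean inhibition at least 50% but not in every replicate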
# E-selectin induc – induces E-selectin expression in human endothelial cells. P16581. HUVEC E-selectin immunofluorescence imaging; normalized: neutral wells 0, TNF-alpha wells 100. activation, % at 7.58 µM. hit rate 0.37% among 260,000. AID 686992;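 active means mean E-selectin-positive cell signal at least 10% of the positive control, reached in at least 60% of replicates, without over 20% cell loss; inconclusive means no rule given, readout overlaps actives, possibly toxicity-flagged; inactive means the rest, including those meeting only one limit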;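 further: in these data hits start at about 27%; measured in HUVEC primary endothelial cells; signal is the percent of cells scored E-selectin positive by PE staining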
# Target sequence (P16581 whole entry, looked up): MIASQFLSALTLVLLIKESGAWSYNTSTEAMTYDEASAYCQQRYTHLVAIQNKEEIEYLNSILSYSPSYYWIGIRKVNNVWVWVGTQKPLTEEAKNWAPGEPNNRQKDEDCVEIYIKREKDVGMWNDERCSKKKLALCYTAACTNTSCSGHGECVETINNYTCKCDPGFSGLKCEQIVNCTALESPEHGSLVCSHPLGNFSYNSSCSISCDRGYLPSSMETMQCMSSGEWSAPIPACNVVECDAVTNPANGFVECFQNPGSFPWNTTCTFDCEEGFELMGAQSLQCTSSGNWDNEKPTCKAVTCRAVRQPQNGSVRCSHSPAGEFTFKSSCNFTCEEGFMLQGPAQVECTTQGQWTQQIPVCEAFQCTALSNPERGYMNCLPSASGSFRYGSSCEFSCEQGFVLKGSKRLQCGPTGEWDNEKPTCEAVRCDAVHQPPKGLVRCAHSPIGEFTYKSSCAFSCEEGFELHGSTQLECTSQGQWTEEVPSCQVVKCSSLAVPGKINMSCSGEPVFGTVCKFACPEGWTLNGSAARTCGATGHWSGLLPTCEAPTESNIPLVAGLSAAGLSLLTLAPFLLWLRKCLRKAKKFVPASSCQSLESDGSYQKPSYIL
#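 Assay system: HUVEC primary endothelial cells. Input: 3,000 HUVEC seeded per well. Doses: one compound dose added by pin transfer. Read-out basis: % PE-positive cells. Benchmarks: TNF-alpha high, DMSO low. Detection: immunofluorescence imaging. Buffer or medium: EGM-2, gelatin.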
# GSIS activator – GLuc luminescence reporter in INS-1E cells, primary screen for activators of glucose-dependent secretion of insulin; INS-1E GLuc reporter insulin secretion, 2-3 h; activation, % at 16.6 µM; hit rate 0.61% among 370,000; AID 743287;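 active means lowest replicate activation of at least 40%, so every replicate reaches that level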;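 further: 0% = median of neutral control wells and 100% = median of IBMX positive control wells; some compounds called inactive have numbers as strong as hits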
# Numbers without * were called inactive; ? = inconclusive; nt = no result given.
1) CC1CCCCC12C(=O)NC(=O)NC2=O (configuration not stated)
2) Cc1ccc(C)c(OCC(=O)N2CCCN(C)CC2)c1
3) COC(=O)C1=C(c2ccc(F)cc2OCc2ccccc2)C[C@@H]2CC[C@H]1N2C(=O)N1CCCCC1
4) CP(=O)(Nc1ccc(Cl)cc1)c1nc2c(s1)CCCC2 (configuration not stated)
5) CCCCC(=O)N/N=C/c1c(O)n(CCc2ccc(OC)c(OC)c2)c(=O)[nH]c1=O
6) Cc1cc(C)c(-n2c(O)c(/C=N/NC(=O)c3ccncc3)c(=O)[nH]c2=O)c(C)c1
7) CCCCN1C(=N)C(CC)(CC)C(=O)NC1=O
8) CN1CCN2c3ccccc3CC3(C(=O)N(C)C(=O)N(C)C3=O)C2C1 (configuration not stated)
9) O=C(Cc1ccccn1)N1CCCCN2[C@@H](CO)[C@@H](c3ccc(-c4ccccc4F)cc3)[C@@H]2C1
10) CCOC(=O)c1cccc(C2=C(CNC(=O)c3nccs3)[C@H]3CC[C@@H](C2)N3Cc2ccccc2)c1
entry no.,1,2,3,4,5,6,7,8,9,10
CASP6 VEID inh,3,-5,-1,0,1,-2,0,2,-5,3
RAD54 branch,nt,nt,-4,nt,nt,-11,nt,nt,7,0
DENV2 CPE rescue,11,-5,-11,-2,-1,3,24*,-5,0,5
XiGFP reactiv,0.3,0.0,-0.2,-0.1,0.1,0.0,-0.1,0.3,0.1,0.1
GSIS activator,nt,-10,-7,-9,-3,1,3,3,-18,-10
F508del corr,-0.4,nt,1.0,-1.3,1.0,0.8,nt,0.8,0.4,2.6
E-selectin induc,0.1,-0.1,0.0,0.3,-0.1,nt,nt,5.5,-0.1,0.0
RAD52 anneal inh,-4,-9,-23,-15,-15,-151,-9,-6,-3,-8

11) C=CCn1c(O)c(C=NCCN2CCOCC2)c(=O)[nH]c1=S
12) O=c1c2ccccc2[nH]c(=S)n1-c1cccc(C(F)(F)F)c1
13) Cc1cc(S(N)(=O)=O)ccc1N=Cc1c(O)n(-c2ccccc2)c(=O)[nH]c1=O
14) CCN1[C@@H]2c3ccc(-c4cccc(C(=O)N(C)C)c4)c(=O)n3C[C@H]1[C@H](CO)[C@H]2C(=O)OC
15) COc1cc(C(=O)O)cc(OC)c1OC
16) c1ccc(-c2ccc3c(c2)CNCc2cnnn2-3)cc1
17) COC(=O)[C@@H]1[C@@H](CO)[C@@H]2Cn3c(ccc(-c4ccccc4F)c3=O)[C@H]1N2C(=O)C1CCC1
18) COC(=O)[C@@H]1[C@@H](CO)[C@@H]2Cn3c(ccc(C4=CCCCC4)c3=O)[C@H]1N2Cc1ccccn1
19) CCCCC(=O)N/N=C/c1c(O)n(CCCC)c(=S)[nH]c1=O
20) CCN(C)C(C)Cc1cccc(C(F)(F)F)c1 (configuration not stated)
entry no.,11,12,13,14,15,16,17,18,19,20
CASP6 VEID inh,-5,-1,3,-2,1,-2,0,2,0,-2
RAD54 branch,-11,4,nt,-20,6,5,0,-9,-5,nt
DENV2 CPE rescue,-3,2,10,-1,-25,-13,2,3,2,?
XiGFP reactiv,0.0,0.0,0.1,0.3,nt,nt,0.3,0.6,0.1,nt
GSIS activator,-8,-6,-1,-1,-3,4,1,-7,8,17
F508del corr,-1.2,1.7,0.7,1.9,-1.5,-3.0,3.6,0.0,-0.1,-3.2
E-selectin induc,0.0,nt,nt,0.1,nt,-0.2,-0.3,-0.1,0.5,nt
RAD52 anneal inh,-91,-7,-96,6,-7,-11,11,-5,-25,0

# Six compounds from above, reduced to CASP6 VEID inh and F508del corr.
no.	compound	CASP6 VEID inh	F508del corr
20	CCN(C)C(C)Cc1cccc(C(F)(F)F)c1 (configuration not stated)	-2	-3.2
14	CCN1[C@@H]2c3ccc(-c4cccc(C(=O)N(C)C)c4)c(=O)n3C[C@H]1[C@H](CO)[C@H]2C(=O)OC	-2	1.9
11	C=CCn1c(O)c(C=NCCN2CCOCC2)c(=O)[nH]c1=S	-5	-1.2
12	O=c1c2ccccc2[nH]c(=S)n1-c1cccc(C(F)(F)F)c1	-1	1.7
17	COC(=O)[C@@H]1[C@@H](CO)[C@@H]2Cn3c(ccc(-c4ccccc4F)c3=O)[C@H]1N2C(=O)C1CCC1	0	3.6
13	Cc1cc(S(N)(=O)=O)ccc1N=Cc1c(O)n(-c2ccccc2)c(=O)[nH]c1=O	3	0.7

# (cont.)
21) CN1CCC2(CC1)N=C(c1ccc(F)cc1)C(=S)N2
22) O=C(CF)NC(NC(=S)Nc1cccc([N+](=O)[O-])c1)C(Cl)(Cl)Cl (configuration not stated)
23) CCSC1=NN1c1cc(C)nc(N)n1
24) COC(=O)C1=C(c2ccc(F)cc2F)C[C@@H]2CC[C@H]1N2C(=O)NCCOc1ccccc1
25) COC(=O)C1C(OC(=O)c2ccccc2)CC2CCC1[N+]2(C)C (configuration not stated)
26) CCn1cc(C(=O)NCc2ccccc2)c2ccccc21
27) Cc1cccc(S(=O)(=O)N2[C@@H]3c4ccc(-c5ccncc5)c(=O)n4C[C@H]2[C@H](CO)[C@H]3C(=O)O)c1
28) C=CCn1c(O)c(N=Nc2c(C)n(C)n(-c3ccccc3)c2=O)c(=O)[nH]c1=S
29) CCOC(=O)[C@]12Cc3cc(Cl)ccc3[C@H]1N(C1CCCCC1)C(=O)c1cc(OC)ccc12
30) O=C(OCCN1CCOCC1)C1(c2ccccc2)CCCC1
entry no.,21,22,23,24,25,26,27,28,29,30
CASP6 VEID inh,0,1,-3,-2,2,-3,3,21,0,5
RAD54 branch,nt,nt,0,-6,nt,nt,-4,1,nt,nt
DENV2 CPE rescue,-2,3,2,9,-15,4,9,0,-7,-5
XiGFP reactiv,-0.1,0.0,-0.1,0.7,nt,0.1,0.3,0.0,0.7,-0.1
GSIS activator,8,-23,31,-31,6,18,-1,-6,-8,10
F508del corr,?,1.5,1.2,0.7,0.2,2.4,-0.7,nt,-7.6,-3.8
E-selectin induc,0.6,nt,nt,-0.1,nt,4.8,0.0,0.2,6.6,nt
RAD52 anneal inh,2,-29,-10,-93,-3,-9,-15,-19,-7,-13

31) Cc1cccc(N2C(=O)NC(=O)/C(=C\c3ccc(N4CCOCC4)cc3)C2=O)c1
32) CN(C)C(=O)[C@H]1[C@H](CO)[C@H]2Cn3c(cccc3=O)[C@@H]1N2CC1CC1
33) O=C(NC(=S)N1C[C@H]2C[C@H](C1)c1cccc(=O)n1C2)c1ccc(F)cc1
34) O=C(COc1ccc2ccccc2c1)N1CCN(Cc2c[nH]c3ccccc23)CC1
35) COc1ccccc1OCC(=O)N1CCCC(N(C)Cc2ccccc2)C1 (configuration not stated)
36) O=C1CC2OCC=C3CN4CCC56c7cc([N+](=O)[O-])ccc7N1C5C2C3CC46 (configuration not stated)
37) COc1ccc(NC2Oc3cc4c(cc3C(c3cc(OC)c(OC)c(OC)c3)C2C)OCO4)cc1 (configuration not stated)
38) O=c1[nH]c(=S)[nH]c(O)c1N=Nc1ccc(SC(F)F)cc1
39) CC(C)OP(=O)(OC(C)C)C(NCc1ccccc1)c1ccccc1 (configuration not stated)
40) CC(=O)O[C@@H]1CC[C@]2(C)C3CC[C@]4(C)C(=O)[C@H](O)CC4C3[C@@H](OC(C)=O)C[C@H]2C1 (some centres not stated)
entry no.,31,32,33,34,35,36,37,38,39,40
CASP6 VEID inh,2,0,-4,-2,-9,-6,2,-4,-7,-1
RAD54 branch,nt,-1,1,12,7,11,nt,1,-2,-8
DENV2 CPE rescue,-3,-4,-12,nt,3,0,2,20,-1,0
XiGFP reactiv,0.1,0.4,nt,nt,0.1,0.0,0.6,-0.3,0.0,0.0
GSIS activator,nt,14,2,-28,-1,2,8,12,-11,-6
F508del corr,2.7,0.5,-1.5,nt,3.7,-1.5,1.2,-1.0,-1.3,7.8
E-selectin induc,nt,-0.2,nt,nt,nt,nt,10.0,nt,1.1,-0.5
RAD52 anneal inh,-52,-2,1,21,-11,2,-12,-48,-14,-1

# Structural class, the entries above with a COOH group (2)
15) COc1cc(C(=O)O)cc(OC)c1OC
27) Cc1cccc(S(=O)(=O)N2[C@@H]3c4ccc(-c5ccncc5)c(=O)n4C[C@H]2[C@H](CO)[C@H]3C(=O)O)c1
entry no.,15,27
CASP6 VEID inh,1,3
RAD54 branch,6,-4
DENV2 CPE rescue,-25,9
XiGFP reactiv,nt,0.3
GSIS activator,-3,-1
F508del corr,-1.5,-0.7
E-selectin induc,nt,0.0
RAD52 anneal inh,-7,-15

# Following part:
41) Cc1ccc2c(c1)c(=O)c1c3n2CCN(CC2CO2)C3CC1 (configuration not stated)
42) COC(=O)[C@H]1[C@H](CO)[C@H]2Cn3c(ccc(-c4cccc(C(=O)N(C)C)c4)c3=O)[C@@H]1N2CC1CC1
43) CCCCC1(CC)COP(=O)(OCC(Cl)(Cl)Cl)OC1 (configuration not stated)
44) O=[N+]([O-])c1ccc(C[n+]2c(-c3ccccc3)cc(-c3ccccc3)cc2-c2ccccc2)cc1
45) COC(=O)C12OCC34C(CC5C(C)=C(O)C(=O)CC5(C)C3C(O)C1O)OC(=O)C(OC(=O)/C=C(\C)C(C)C)C24 (configuration not stated)
46) COc1cccc(N=Nc2c(O)[nH]c(=S)[nH]c2=O)c1
47) COC(=O)C1=C(c2ccc(F)cc2F)C[C@@H]2CC[C@H]1N2C(=O)N1CCC(O)CC1
48) Cc1nc2c(C(=O)N3CCC4(CC3)OCCO4)cnn2c(C)c1Cc1cccc(Cl)c1
49) COc1cccc(C2(C#N)CCN(C)CC2)c1
50) Cc1cc(C)cc(NC2=NCCCS2)c1
51) Cn1c(=O)c2nncnc2n(C)c1=O
52) COC(=O)[C@H]1[C@H](CO)[C@H]2Cn3c(ccc(-c4ccccc4)c3=O)[C@@H]1N2S(=O)(=O)c1ccccc1C
53) CC[C@H]1CN2CCC1C[C@@H]2[C@@H](O)c1ccnc2ccc(OC)cc12 (some centres not stated)
entry no.,41,42,43,44,45,46,47,48,49,50,51,52,53
CASP6 VEID inh,nt,0,5,nt,-3,8,1,1,-5,-2,nt,2,-2
RAD54 branch,nt,nt,-12,8,nt,nt,-3,7,nt,nt,-7,0,2
DENV2 CPE rescue,-3,-1,-4,7,-5,-3,-2,8,5,9,nt,1,-5
XiGFP reactiv,0.0,0.3,0.0,0.0,0.0,-0.2,0.0,0.0,-0.2,0.0,-0.1,0.0,0.1
GSIS activator,3,7,-2,-39,-26,21,7,-5,-2,-6,13,4,11
F508del corr,-4.2,1.4,-1.0,1.9,-7.8,-1.2,1.9,0.8,-1.3,-2.0,nt,-1.8,2.5
E-selectin induc,-0.8,-0.2,-0.1,0.0,-1.4,1.8,0.3,0.4,0.1,nt,0.1,-0.2,2.0
RAD52 anneal inh,-1,-3,-7,4,3,-34,-5,2,-11,-12,nt,2,-2

# Only part of the results is shown; the hit share may differ from the screen's.
